Bioassay records: PubChem BioAssay, several laboratories
HEK293 NOD2/NF-kB – NOD2 signaling inhibitors, cell-based, luminescence, uHTS, HEK293 (AID 1566). inhibition, % at 4 µM, or EC50 in µM where a hit was titrated. 290,000 compounds, 0.63% hits. HEK293 NOD2/NF-kB luciferase reporter, luminescence; higher % means a stronger effect; note: many of its hits are not listed in these tables
HIV fusion peptide – inhibitors of HIV fusion peptide binding, primary screen, biochemical, uHTS, fluorescence dequenching (AID 1986); cell-free peptide binding, fluorescence dequenching, 30 min; higher % means a stronger effect; one-dose inhibition, % at 20 µM; IC50 in µM for titrated hits; 290,000 compounds, 0.3% hits; in the data active = inhibition mostly above about 52%, no sharp cut-off; inactive = mostly below about 76%; note: some results filed as inactive read as strong as hits
West Nile antiviral – West Nile virus antiviral activity, cell-based, CPE readout (AID 1621). West Nile virus-infected cells, CPE inhibition; higher % means a stronger effect. CPE inhibition, % at 10 µM; hits with a dose series show IC50 in µM. 290,000 compounds, 0.02% hits; in the data active = a potency from the dose series; note: strong numbers were not always called active
NOD1 inhibition – NOD1 signaling inhibitors, primary screen, cell-based, luminescence, uHTS (AID 1578) | NOD1-driven NF-kB luciferase reporter cells, luminescence; higher % means a stronger effect | 290,000 compounds, 1% hits | inhibition, % at 4 µM; hits with a dose series show EC50 in µM; in the data active = inhibition mostly above about 36%, no sharp cut-off; inactive = mostly below about 34%;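 note: HEK-293T reporter cells stimulated with the NOD1 agonist gamma-tri-DAP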
KOR beta-arrestin-1 – KOR agonists, beta-arrestin recruitment, primary screen, cell-based, luminescence, uHTS (AID 1777) | Kappa-type opioid receptor (Homo sapiens) | KOR beta-arrestin recruitment, luminescence; higher % means a stronger effect | activation, % at 10 µM; hits with a dose series show EC50 in µM | 280,000 compounds, 0.02% hits; in the data active = activation above about 50%, passing the limit was not always enough; note: a part of the inactive calls stands beside numbers as strong as those of hits
Yfh1-depleted yeast – enhancers of respiration in Yfh1-depleted yeast, dose response, Friedreich's ataxia, plus single-dose screen (AID 1465) | S. cerevisiae Yfh1-off respiration, WST-1 reduction, 72 h; higher fold induction means a stronger effect | one-dose fold induction at 50 µM; EC50 in µM for titrated hits | 220,000 compounds, 0.074% hits;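 active = fold induction of absorbance versus untreated yeast above a set limit, then at least 30% activation at any dose in follow-up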;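 note: activators that raise dye reduction in frataxin-depleted yeast; strong numbers were not always called active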
AID2073 – inhibitors of Mint1-CaV2.2 protein interaction, biochemical, HTRF (AID 2073); Voltage-dependent N-type calcium channel subunit alpha-1B (Homo sapiens); HTRF protein-protein interaction, Mint1-CaV2.2; higher % means a stronger effect; inhibition, % at 20 µM, or IC50 in µM where a hit was titrated; 290,000 compounds, 0.19% hits; in the data active = inhibition mostly above about 51%, no sharp cut-off; note: some results filed as inactive read as strong as hits
NS5 inhibitors – Dengue-2 NS5 methyltransferase inhibitors, primary screen, biochemical, confirmation dose response (AID 588689). one-dose inhibition, % at 25 µM; IC50 in µM for titrated hits. Genome polyprotein (Dengue virus type 2 (strain 16681-PDK53)). Dengue-2 NS5 methyltransferase capping enzyme assay, biochemical; higher % means a stronger effect. 340,000 compounds, 0.3% hits; in the data active = a potency from the dose series
KOR beta-arrestin-2 – KOR antagonists, beta-arrestin recruitment, cell-based, luminescence, uHTS (AID 1778). Kappa-type opioid receptor (Homo sapiens). KOR beta-arrestin recruitment, luminescence, antagonist mode; higher % means a stronger effect. one-dose inhibition, % at 10 µM; IC50 in µM for titrated hits. 290,000 compounds, 0.091% hits; note: strong numbers were not always called active
NS5 inhibitors pilot replicate – second read-out of NS5 inhibitors, no call of its own (marks repeat the call); inhibition, %; measured here: pilot screen replicate inhibition
* marks the source's active call; other numbers are inactive results; i = inactive; · = not tested or not shown; [ ] = dose if it differs, or a comment. Cut-off read from the data, not from the text of the source, unless noted: active = inhibition above about 50%; inactive = the rest. The list is partial. The share of hits here may be higher or lower than overall.

SMILES	HEK293 NOD2/NF-kB	HIV fusion peptide	West Nile antiviral	NOD1 inhibition	KOR beta-arrestin-1	Yfh1-depleted yeast	AID2073	NS5 inhibitors	KOR beta-arrestin-2	others
COc1ccc(-c2ccc(C(c3c(C)[nH][nH]c3=O)c3c(C)[nH][nH]c3=O)o2)c([N+](=O)[O-])c1	-2%	9.4%	0.0%	-21%	-0.2%	i	32%	25%	-18%
CCOc1cc2nc(-c3ccc(OC)c(OC)c3)nc(N3CC(C)OC(C)C3)c2cc1OC (configuration not stated)	8%	1.7%	·	-18%	-2.5%	·	14%	·	-36%
CCC1(C)Cc2nc3[nH]c(=S)n(-c4ccc(C)cc4)c(=O)c3cc2CO1 (configuration not stated)	7%	-2.2%	0.0%	21%	-6.2%	i	-11%	-1%	-13%
N#Cc1ccc(N/N=C/c2ccccc2)c([N+](=O)[O-])c1	-12%	-0.6%	-0.7%	-19%	-6.4%	i	35%	4%	19%
O=C(c1ccc(Cl)cc1)N1CCOc2ccccc21	-5%	0.3%	1.6%	-17%	3.4%	·	11%	-7%	-6%
Fc1ccc(C(CCNCc2cccs2)c2ccco2)cc1 (configuration not stated)	6%	0.6%	-1.1%	-1%	-1.7%	i	-12%	-4%	12%
N#Cc1ccc(COC(=O)c2cc(=O)c3ccccc3o2)cc1	-8%	-1.3%	-0.8%	-9%	-0.9%	i	-1%	-18%	-34%
Cc1cccc(OCC(=O)N(Cc2ccc(C)o2)C2CCS(=O)(=O)C2)c1 (configuration not stated)	16%	0.0%	-0.2%	-6%	3.1%	·	6%	4%	-38%
O=C(Nc1nc2ccccc2s1)c1ccc(F)cc1	-233%	1.2%	-1.2%	-9%	2.8%	i	46%	-4%	-25%[20 µM]
Cc1cc(C)nc(-n2ncc3c2CC(c2ccc(F)cc2)CC3=O)n1 (configuration not stated)	8%	1.6%	0.0%	-27%	-3.5%	i	5%	-1%	16%
CCOC(=O)C1CCCN(C(=O)CCc2ccccc2)C1 (configuration not stated)	1%	4.0%	0.3%	-3%	-8.1%	i	2%	-4%	-38%
CCCn1cc(S(=O)(=O)c2ccc(OC)cc2)c(=O)c2cc(OCC)ccc21	12%	-0.5%	-0.1%	-9%	0.5%	·	14%	-5%	-15%
O=C(O)c1ccc(Nc2nc3ccc(Cl)cc3[nH]2)cc1	19%	9.2%	-0.3%	20%	-4.2%	·	37%	-4%	-4%[20 µM]
CCN(CC)S(=O)(=O)c1ccc(C(=O)NCc2cccs2)cc1	8%	0.9%	-0.2%	-11%	1.5%	i	14%	0%	6%
COc1ccc(NS(=O)(=O)c2ccc3oc(=S)[nH]c3c2)cc1	0%	2.3%	0.0%	-4%	2.0%	i	-19%	-9%	16%
CC(NC(=O)CSc1nc2ccccc2n1CCC#N)c1ccc(F)cc1 (configuration not stated)	19%	-1.4%	-0.2%	-4%	-6.4%	i	-11%	-3%	11%
CCCOC(=O)c1ccc(NC(=O)c2ccc(Br)o2)cc1	-23%	1.2%	1.6%	-13%	10%	i	6%	-9%	-26%
CC(C)CC(=O)N1CCC(O)(CS(=O)(=O)Cc2ccccc2Cl)CC1	1%	-0.6%	-0.3%	-11%	-2.8%	i	-1%	-3%	-6%	NS5 inhibitors pilot replicate=3.5
COc1ccc(CCNC(=O)CSc2nc(N)c(C#N)c(-c3cccs3)c2C#N)cc1OC	9%	-0.2%	·	-40%	9.4%	i	10%	2%	12%
CC(=O)Nc1nc2ccc(-c3nc4ccccc4o3)cc2s1	-155%	4.0%	1.1%	-55%	-4.5%	i	6%	-1%	3%
CN1CC2(C)CN(C(c3ccccc3)c3ccccc3)CC(C)(C1)C2O (configuration not stated)	0%	21%	0.0%	-8%	8.8%	i	-4%	-5%	-27%
CCC(=O)N1CCc2cc(Br)cc(S(=O)(=O)CCC(=O)NCCOC)c21	4%	4.0%	0.4%	6%	-5.8%	i	1%	2%	-1%
COc1ccccc1-n1c(C)nnc1SCC(=O)Nc1cc(C)cc(C)c1	-2%	-2.4%	-0.6%	-21%	2.2%	i	-7%	-8%	8%	NS5 inhibitors pilot replicate=6.4
CC(c1ccccc1)N1CC(C(=O)N2CCN(c3ccccc3)CC2)CC1=O (configuration not stated)	6%	0.0%	0.1%	-13%	4.9%	i	-4%	0%	18%
CC(=O)c1cccc(NC(=O)N2CCCC2C(=O)NCCC(C)C)c1 (configuration not stated)	23%	9.8%	0.2%	22%	-0.9%	i	12%	-7%	-18%
C[C@@H](C(=O)Nc1ccc2ccccc2c1)[C@@H]1C[C@@]1(C)[C@@H](NC(=O)OCc1ccccc1)c1ccccc1	-22%	0.0%	-1.8%	-13%	-5.1%	·	2%	3%	-64%[20 µM]
CC(C)[C@H](NC(=O)CCCn1nnc2ccccc2c1=O)C(=O)O	13%	-0.6%	0.3%	-2%	0.9%	i	8%	5%	26%
O=S(=O)(NCc1cn2ccsc2n1)c1ccc(Oc2ccccc2)cc1	36%	0.1%	-0.1%	51%	6.2%	i	6%	2%	-42%
Cc1ccc(OCCSc2nnc(-c3cccs3)n2C)cc1	-4%	1.1%	-0.8%	-20%	-3.5%	i	-7%	-1%	16%
COc1ccc(NC(=O)COC(=O)CCCN2C(=O)c3ccccc3C2=O)cc1Cl	16%	-0.3%	0.3%	-18%	15%	i	-2%	-6%	-1%

A portion taken from the entries so far:
SMILES	HEK293 NOD2/NF-kB	HIV fusion peptide	West Nile antiviral	NOD1 inhibition	KOR beta-arrestin-1	Yfh1-depleted yeast	AID2073	NS5 inhibitors	KOR beta-arrestin-2	others
CN1CC2(C)CN(C(c3ccccc3)c3ccccc3)CC(C)(C1)C2O (configuration not stated)	0%	21%	0.0%	-8%	8.8%	i	-4%	-5%	-27%
CCC(=O)N1CCc2cc(Br)cc(S(=O)(=O)CCC(=O)NCCOC)c21	4%	4.0%	0.4%	6%	-5.8%	i	1%	2%	-1%
COc1ccccc1-n1c(C)nnc1SCC(=O)Nc1cc(C)cc(C)c1	-2%	-2.4%	-0.6%	-21%	2.2%	i	-7%	-8%	8%	NS5 inhibitors pilot replicate=6.4
CC(c1ccccc1)N1CC(C(=O)N2CCN(c3ccccc3)CC2)CC1=O (configuration not stated)	6%	0.0%	0.1%	-13%	4.9%	i	-4%	0%	18%
CC(=O)c1cccc(NC(=O)N2CCCC2C(=O)NCCC(C)C)c1 (configuration not stated)	23%	9.8%	0.2%	22%	-0.9%	i	12%	-7%	-18%
C[C@@H](C(=O)Nc1ccc2ccccc2c1)[C@@H]1C[C@@]1(C)[C@@H](NC(=O)OCc1ccccc1)c1ccccc1	-22%	0.0%	-1.8%	-13%	-5.1%	·	2%	3%	-64%[20 µM]
CC(C)[C@H](NC(=O)CCCn1nnc2ccccc2c1=O)C(=O)O	13%	-0.6%	0.3%	-2%	0.9%	i	8%	5%	26%

Going on with the list:
SMILES	HEK293 NOD2/NF-kB	HIV fusion peptide	West Nile antiviral	NOD1 inhibition	KOR beta-arrestin-1	Yfh1-depleted yeast	AID2073	NS5 inhibitors	KOR beta-arrestin-2	others
O=C1c2ccccc2CN1CCNS(=O)(=O)c1ccc2ccccc2c1	-9%	1.3%	-0.2%	9%	-0.6%	i	-2%	2%	-5%
CCOC(=O)c1c(N)sc2c(OCC)c(Br)ccc12	19%	0.7%	0.3%	-11%	-2.0%	i	-4%	-2%	25%
C/C(=N/OCO/N=C(\C)c1ccccc1F)c1ccccc1F	9%	2.2%	-0.4%	-19%	-0.1%	i	0%	-1%	-13%
Nc1ccc(C(=O)N2CCCC2)cc1CS(=O)(=O)c1ccc(Cl)cc1	0%	-2.0%	0.0%	-4%	1.6%	i	-3%	0%	8%
Cc1ccc(OC(=O)CCN2C(=O)c3ccccc3C2=O)cc1C	14%	-1.6%	0.7%	-32%	-0.3%	i	3%	·	-7%
Cc1cccc(NC(=O)c2ccc(OCC(=O)NCc3ccccc3)cc2)c1C	2%	-2.0%	-0.5%	-8%	1.7%	i	22%	-10%	-8%
CCOC(=O)N1CCN(C(=O)CCCn2nc(C)c3sc4ccccc4c3c2=O)CC1	8%	-2.5%	0.0%	49%	2.6%	i	-6%	-6%	-44%
Cc1cc(F)ccc1S(=O)(=O)N1CCCOC1CNC(=O)C(=O)NCCN1CCOCC1 (configuration not stated)	19%	2.2%	0.0%	-2%	1.5%	·	34%	-5%	2%
O=C(Cn1cc(SCc2ccccc2Cl)c2ccccc21)N1CCOCC1	-76%	1.5%	-0.4%	-36%	-0.8%	i	-8%	-6%	1%
CCOC(=O)c1cccc(NS(=O)(=O)c2c(C)[nH]c(C)c2C(=O)N2CCCC2)c1	3%	-0.9%	-0.2%	-27%	2.7%	·	2%	2%	-50%

Structural class: the compounds so far containing a cyano group
SMILES	HEK293 NOD2/NF-kB	HIV fusion peptide	West Nile antiviral	NOD1 inhibition	KOR beta-arrestin-1	Yfh1-depleted yeast	AID2073	NS5 inhibitors	KOR beta-arrestin-2	others
N#Cc1ccc(N/N=C/c2ccccc2)c([N+](=O)[O-])c1	-12%	-0.6%	-0.7%	-19%	-6.4%	i	35%	4%	19%
N#Cc1ccc(COC(=O)c2cc(=O)c3ccccc3o2)cc1	-8%	-1.3%	-0.8%	-9%	-0.9%	i	-1%	-18%	-34%
CC(NC(=O)CSc1nc2ccccc2n1CCC#N)c1ccc(F)cc1 (configuration not stated)	19%	-1.4%	-0.2%	-4%	-6.4%	i	-11%	-3%	11%
COc1ccc(CCNC(=O)CSc2nc(N)c(C#N)c(-c3cccs3)c2C#N)cc1OC	9%	-0.2%	·	-40%	9.4%	i	10%	2%	12%

(next part)
SMILES	HEK293 NOD2/NF-kB	HIV fusion peptide	West Nile antiviral	NOD1 inhibition	KOR beta-arrestin-1	Yfh1-depleted yeast	AID2073	NS5 inhibitors	KOR beta-arrestin-2	others
Cc1ccc(-c2nn3c(C)nnc3s2)cc1NC(=O)COc1ccc(Cl)cc1	20%	0.2%	-0.1%	2%	-1.7%	i	1%	14%	30%
Cc1ccc(C)c(C(=O)COC(=O)c2cc(Cl)nc3ccccc23)c1	19%	-2.0%	-0.5%	-18%	1.1%	i	9%	2%	-37%
CC(C)C(=O)Nc1ccc(S(=O)(=O)Nc2ccccn2)cc1	3%	-0.8%	0.3%	-15%	-3.0%	i	-8%	·	10%
O=C(c1ccc(Br)cc1)c1cc([N+](=O)[O-])ccc1N1CCOCC1	-60%	-2.0%	-1.2%	-47%	-4.2%	i	11%	-6%	-69%
COc1ccc(C2CC(c3cccs3)=NN2C(=O)CCC(=O)O)cc1 (configuration not stated)	13%	0.7%	-0.4%	-43%	-3.2%	·	6%	-8%	12%[20 µM]
CCCC(C)c1nnc(NC(=O)CCS(=O)(=O)Cc2ccccc2)s1 (configuration not stated)	13%	0.9%	-1.0%	-8%	-0.4%	·	11%	1%	-12%
